MazF activator = increases E. coli MazEF RNase cleavage of RNA | FAM/BHQ RNA-DNA oligo cleavage fluorescence, 5 h | actives 0.32% (n = 350,000) | AID 504720 | activation, % at 20 µM | P0AE70; in the data active = activation above about 50%
Target sequence (P0AE70 whole entry, looked up): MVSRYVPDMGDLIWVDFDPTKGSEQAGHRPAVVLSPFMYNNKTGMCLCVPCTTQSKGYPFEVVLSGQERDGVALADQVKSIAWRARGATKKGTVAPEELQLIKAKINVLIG
Rv3671c inh = inhibitors of M. tuberculosis serine protease Rv3671c. AID 2606. actives 0.048% (n = 320,000). inhibition, % at 5.96 µM. P9WHR9; in the data active = inhibition above about 38%;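 note: extracellular domain of Rv3671c used as enzyme; 0% = enzyme with DMSO and 100% = no enzyme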
Target sequence (P9WHR9 whole entry, looked up, the tested form may be a part): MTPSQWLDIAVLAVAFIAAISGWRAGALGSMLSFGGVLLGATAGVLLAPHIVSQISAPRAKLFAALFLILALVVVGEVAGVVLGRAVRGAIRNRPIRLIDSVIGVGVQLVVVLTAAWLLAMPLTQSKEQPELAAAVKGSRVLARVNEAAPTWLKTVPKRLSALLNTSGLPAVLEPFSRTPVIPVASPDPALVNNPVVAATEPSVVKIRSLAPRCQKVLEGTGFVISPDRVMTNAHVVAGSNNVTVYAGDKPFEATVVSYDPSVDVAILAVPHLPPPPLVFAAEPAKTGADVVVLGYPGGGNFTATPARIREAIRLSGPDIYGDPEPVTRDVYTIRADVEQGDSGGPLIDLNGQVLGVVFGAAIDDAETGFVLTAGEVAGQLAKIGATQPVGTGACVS
GDH-TPI counter = GDH-TPI coupled enzyme inhibition counter-screen | GDH-TPI coupled enzyme counterscreen, NADH absorbance | inhibition, % at 4.8 µM | actives 1.2% (n = 360,000) | AID 588335;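 note: 0% = DMSO wells and 100% = wells lacking the enzyme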
BoNT F protease = inhibitors of Botulinum neurotoxin F light chain protease | Multiplex microsphere protease cleavage assay, flow cytometry | inhibition, % at 10 µM | actives 0.22% (n = 360,000) | AID 588497; in the data active = inhibition above about 35%, passing the limit was not always enough; inconclusive = no clear call, values can overlap the other calls; note: plate controls were buffer without enzyme for full effect and enzyme alone for no effect
UGM FP inh = blocks M. tuberculosis UGM enzyme; actives 0.06% (n = 320,000); inhibition, % at 10 µM; purified UGM, fluorescence polarization probe displacement; P9WIQ1; AID 504406; in the data active = inhibition above about 10%, passing the limit was not always enough; inconclusive = no clear call, values can overlap the other calls
CCHF vOTU inh = blocks the CCHF virus ovarian tumor domain protease. CCHFV vOTU protease, Pep-AMC fluorescence. inhibition, % at 11.5 µM. actives 0.55% (n = 370,000); note: 0% = vehicle wells with enzyme and 100% = no enzyme wells
FBA Mtb inh = inhibitors of M. tuberculosis fructose-bisphosphate aldolase | P9WQA3 | purified M. tuberculosis FBA, fluorescence read-out | inhibition, % at 1 µM | actives 2.3% (n = 360,000); in the data active = inhibition above about 27%;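 note: 0% = vehicle and 100% = reference inhibitor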
Target sequence (P9WQA3 whole entry, looked up): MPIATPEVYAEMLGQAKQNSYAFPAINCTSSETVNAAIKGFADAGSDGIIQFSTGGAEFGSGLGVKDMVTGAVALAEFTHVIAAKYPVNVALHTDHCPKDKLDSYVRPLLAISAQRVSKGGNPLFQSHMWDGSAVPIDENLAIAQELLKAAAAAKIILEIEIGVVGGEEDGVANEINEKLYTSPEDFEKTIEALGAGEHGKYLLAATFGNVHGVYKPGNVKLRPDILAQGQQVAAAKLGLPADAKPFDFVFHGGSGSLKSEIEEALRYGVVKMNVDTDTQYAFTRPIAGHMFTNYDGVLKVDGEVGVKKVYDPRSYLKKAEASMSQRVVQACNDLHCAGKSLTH
VHR inh abs = blocks human VHR1 dual specificity phosphatase; actives 0.52% (n = 290,000); recombinant VHR phosphatase, pNPP absorbance; inhibition, % at 13.3 µM; P51452; in the data active = inhibition above about 50%; note: some compounds called inactive have numbers as strong as hits
FadD28 FP inh = M. tuberculosis FadD28 bisubstrate binding inhibition; FadD28 bisubstrate probe binding, fluorescence polarization; inhibition, % at 12.5 µM; actives 0.22% (n = 360,000); AID 588549; in the data active = inhibition above about 8.5%, passing the limit was not always enough; inconclusive = no clear call, values can overlap the other calls
Mtb BioA inh = inhibitors of Mycobacterium tuberculosis BioA enzyme; purified M. tuberculosis BioA enzyme, plate reader; inhibition, % at 9.99 µM; actives 0.096% (n = 360,000); AID 602481; in the data active = inhibition above about 40%; inconclusive = no clear call, values can overlap the other calls
* hit, by the source's call; ? = inconclusive; . = not tested or not shown. Cut-off read from the data, not from the text of the source, unless noted: active = inhibition above about 30%; inactive = the rest.

SMILES | MazF activator | Rv3671c inh | GDH-TPI counter | BoNT F protease | UGM FP inh | CCHF vOTU inh | FBA Mtb inh | VHR inh abs | FadD28 FP inh | Mtb BioA inh
COC(=O)c1cccc(S(=O)(=O)N2CCC(NC(=O)NC34CC5CC(CC(C5)C3)C4)CC2)c1 | 9 | 3 | 5 | 4 | -1.7 | -2 | 1 | 8 | -4.2 | 0.0
COc1cc(Cl)c(C)cc1NC(=O)c1cccc(OC)c1OC | 2 | -11 | -4 | -4 | 0.5 | 3 | 2 | -17 | -1.3 | 1.0
CC(NNC(=S)N1CCN(c2ccccn2)CC1)c1nccc2ccccc12 (centres undefined) | 9 | . | 8 | 2 | . | -1 | 0 | . | -3.8 | .
COc1cccc(-c2ccc(-c3noc(-c4ccccc4F)n3)c(OC)n2)c1 | -11 | 0 | 9 | -3 | -1.8 | -3 | 2 | 2 | -3.5 | -2.0
CC(C)(C)OC(=O)N(Cc1ccccc1)Cc1ccc(OCc2cccc(NC(=O)c3ccccc3)c2)cc1 | -8 | . | 8 | -7 | . | 19 | -1 | . | -0.5 | -1.3
CC(C)(C)c1cc(CCC(=O)NCC2CCCO2)cc(C(C)(C)C)c1O (centres undefined) | -2 | -2 | 4 | 1 | -1.2 | 9 | -1 | -7 | -4.7 | -1.2
Cc1cc(NC(=O)Nc2cccc(Cl)c2)no1 | 0 | . | -3 | -4 | . | -5 | -5 | . | -6.4 | -2.4
O=C(NCC1CCCCC1)c1cc(S(=O)(=O)N2CCCCC2)ccc1N1CCOCC1 | 10 | -18 | -5 | -5 | 3.6 | 2 | 1 | 6 | -3.1 | 0.2
Cc1cc(C)c2c3c(c(-c4ccccc4)n2n1)c(=O)n(C)c(=O)n3C | 7 | . | 12 | 10 | . | -2 | 7 | . | 0.4 | -0.1
Cc1nnc(NC(=O)C2CCN(c3cnccn3)CC2)s1 | -6 | -3 | 10 | 0 | -1.2 | 4 | 1 | 34 | 0.5 | -2.4
COc1ccc(C(C)=O)cc1COc1ccccc1[N+](=O)[O-] | 17 | 4 | 3 | -4 | -0.3 | 18 | 2 | 13 | -0.2 | .
C=C(C)CN(CC)C(=O)CSc1nc2ncc(Cl)cc2[nH]1 | -13 | -1 | -3 | 2 | 1.4 | 8 | -5 | -6 | -0.9 | -5.0
COc1ccc(Cl)cc1NC(=O)C1CCCN(c2ncnc3c2nc2n3CCCCC2)C1 (centres undefined) | -36 | 0 | -6 | -3 | 3.4 | 12 | 2 | -2 | -2.9 | 1.5
CCOc1ccc(CCNC(=O)CSCC(=O)Nc2ccc(OC)cc2)cc1OCC | 8 | 3 | -1 | -16 | 0.7 | 12 | 3 | . | 1.5 | 1.0
COc1ccc(S[C@@H](CCN2CC[C@H](C)CCC2=O)c2ccccc2)cc1 | 2 | 10 | 9 | 7 | -2.8 | 28 | 3 | . | -4.6 | 1.3
Cc1ccc(S(=O)(=O)/N=C(/Nc2ccc(F)cc2F)c2ccccc2)cc1 | 2 | -5 | 6 | 2 | 0.3 | 6 | -1 | -4 | 1.1 | 2.3
O=C1NC(=O)N(Cc2ccc(F)cc2)C(=O)/C1=C\C=C\c1ccco1 | -95 | -37 | -2 | -2 | -0.6 | 19 | -4 | 36 | 1.8 | -2.0
CC(C)(C)C(=O)Nc1ccc2c(c1)-c1cc(NC(=O)C(C)(C)C)ccc1C2 | 1 | 2 | 4 | -7 | 0.1 | 1 | 1 | 8 | -1.8 | -2.0
CC(=O)n1nc(-c2ccccc2)nc1NCc1ccc(N(C)C)cc1 | 0 | -9 | -2 | 3 | -0.6 | -6 | 1 | 26 | -0.6 | -0.1
Oc1ccc2ccccc2c1CN1CCN(c2ccccc2)CC1 | -1 | -4 | -2 | -2 | -2.1 | 0 | 2 | 21 | -2.0 | -2.3
CS(=O)(=O)N1CCN(c2ccccc2NC(=O)c2ccc(Br)o2)CC1 | -5 | -3 | 11 | 11 | -0.4 | 4 | -2 | 14 | -1.1 | 0.2
CCOC(=O)[C@@H]1[C@H]2COc3cc(OC)ccc3[C@@H]2N2C(=O)N(c3ccc(Br)cc3)C(=O)[C@@]12C | 6 | 0 | -2 | -7 | -2.5 | 5 | 0 | -22 | -8.0 | 0.3
Cc1ccc(CCNC(=O)C2CCCN(C(=O)N(C)C)C2)cc1 (centres undefined) | -2 | -1 | 7 | -12 | 0.6 | -18 | 0 | 11 | -0.4 | -0.4
COc1ccccc1C1CC(=O)n2c(nc(-c3ccccc3)c2-c2ccccc2)S1 (centres undefined) | -2 | 6 | 11 | -3 | -1.2 | -12 | 8 | -4 | -0.3 | .
Cc1nc(-c2cccc(S(=O)(=O)N3CCC(C)CC3)c2)cs1 | 5 | -1 | 0 | 1 | 1.6 | 10 | 41* | 19 | -3.0 | 1.2
CC(C)(Cc1nc2ccccc2[nH]1)c1nc2ccccc2[nH]1 | 5 | . | -2 | -7 | . | -7 | -3 | . | -2.6 | -2.7
COC(=O)C(C)(C)ONC(=O)Nc1ccccc1Cl | 3 | 9 | -6 | -10 | 0.4 | -8 | -1 | 10 | -1.2 | .
C=CCN(CC=C)C(=O)Cc1ccc(F)cc1 | 6 | -3 | 11 | 3 | 0.2 | -4 | -3 | -1 | -1.1 | -0.9
COC(=O)CCSCC(=O)N1N=C(c2ccc(Br)cc2)CC1c1cccc(OC)c1OC (centres undefined) | -5 | 0 | 12 | -6 | -2.3 | 4 | -1 | 23 | -0.8 | .
Cc1cc(Br)ccc1OCC(=O)NC1CCCC1 | 4 | -5 | 0 | -6 | 0.2 | 8 | -2 | 19 | 0.6 | 0.0

Ordered by length of the SMILES (lowest first): 12 of the compounds above
SMILES | MazF activator | Rv3671c inh | GDH-TPI counter | BoNT F protease | UGM FP inh | CCHF vOTU inh | FBA Mtb inh | VHR inh abs | FadD28 FP inh | Mtb BioA inh
C=CCN(CC=C)C(=O)Cc1ccc(F)cc1 | 6 | -3 | 11 | 3 | 0.2 | -4 | -3 | -1 | -1.1 | -0.9
COC(=O)C(C)(C)ONC(=O)Nc1ccccc1Cl | 3 | 9 | -6 | -10 | 0.4 | -8 | -1 | 10 | -1.2 | .
Oc1ccc2ccccc2c1CN1CCN(c2ccccc2)CC1 | -1 | -4 | -2 | -2 | -2.1 | 0 | 2 | 21 | -2.0 | -2.3
Cc1ccc(CCNC(=O)C2CCCN(C(=O)N(C)C)C2)cc1 (centres undefined) | -2 | -1 | 7 | -12 | 0.6 | -18 | 0 | 11 | -0.4 | -0.4
CC(C)(Cc1nc2ccccc2[nH]1)c1nc2ccccc2[nH]1 | 5 | . | -2 | -7 | . | -7 | -3 | . | -2.6 | -2.7
CC(=O)n1nc(-c2ccccc2)nc1NCc1ccc(N(C)C)cc1 | 0 | -9 | -2 | 3 | -0.6 | -6 | 1 | 26 | -0.6 | -0.1
CCOc1ccc(CCNC(=O)CSCC(=O)Nc2ccc(OC)cc2)cc1OCC | 8 | 3 | -1 | -16 | 0.7 | 12 | 3 | . | 1.5 | 1.0
O=C1NC(=O)N(Cc2ccc(F)cc2)C(=O)/C1=C\C=C\c1ccco1 | -95 | -37 | -2 | -2 | -0.6 | 19 | -4 | 36 | 1.8 | -2.0
Cc1ccc(S(=O)(=O)/N=C(/Nc2ccc(F)cc2F)c2ccccc2)cc1 | 2 | -5 | 6 | 2 | 0.3 | 6 | -1 | -4 | 1.1 | 2.3
COc1ccccc1C1CC(=O)n2c(nc(-c3ccccc3)c2-c2ccccc2)S1 (centres undefined) | -2 | 6 | 11 | -3 | -1.2 | -12 | 8 | -4 | -0.3 | .
CC(C)(C)C(=O)Nc1ccc2c(c1)-c1cc(NC(=O)C(C)(C)C)ccc1C2 | 1 | 2 | 4 | -7 | 0.1 | 1 | 1 | 8 | -1.8 | -2.0
CCOC(=O)[C@@H]1[C@H]2COc3cc(OC)ccc3[C@@H]2N2C(=O)N(c3ccc(Br)cc3)C(=O)[C@@]12C | 6 | 0 | -2 | -7 | -2.5 | 5 | 0 | -22 | -8.0 | 0.3

More entries:
SMILES | MazF activator | Rv3671c inh | GDH-TPI counter | BoNT F protease | UGM FP inh | CCHF vOTU inh | FBA Mtb inh | VHR inh abs | FadD28 FP inh | Mtb BioA inh
O=C(CSc1ncccn1)NCc1ccccc1Cl | 2 | -5 | 2 | -4 | -3.4 | -2 | -1 | 31 | -2.7 | .
CC(=O)C12CCCCC1CC1C3CC(C)C4(O)CC(=O)CCC4(C)C3CCC12C (centres undefined) | 2 | -2 | -8 | 35* | -2.7 | 3 | 0 | -2 | -3.0 | 2.0
COc1ccc(S(=O)(=O)c2c(O)c3ccc(C(=O)Nc4ccccc4)cc3[nH]c2=O)cc1 | -1 | -12 | 17 | -2 | 0.1 | 1 | -2 | 21 | -9.3 | 0.8
COc1cccc(C(=O)OCn2nnc3ccccc3c2=O)c1 | -13 | -7 | -4 | 0 | -1.7 | -2 | -5 | -5 | -3.3 | 2.1
O=C(CCC(=O)c1ccc(F)cc1)Nc1ccccc1Cl | -7 | 4 | -1 | 5 | -1.3 | 13 | -2 | 4 | -3.2 | .
CC(N=C1NS(=O)(=O)c2ccccc21)C(=O)N1CCc2ccccc2C1 (centres undefined) | 2 | 2 | 1 | 4 | 0.4 | 11 | -1 | 17 | -1.8 | 3.8
COc1cccc(NC(=O)COC(=O)CCn2c(C)csc2=O)c1 | -5 | -1 | 7 | . | 2.0 | -4 | -1 | . | -3.5 | -0.4
COc1ccc(OC)c(NC(=O)C(=O)NNC(=O)c2cccs2)c1 | 7 | 5 | 20 | -3 | -0.8 | -3 | -1 | 24 | 0.2 | .
O=C(Nc1ccccc1)C1=C[C@H](c2ccc(C(F)(F)F)cc2)C[C@H](OCc2ccc(CO)cc2)O1 | -13 | -22 | . | . | -2.5 | 12 | . | 37 | . | -4.2
Cc1nn(-c2ccccc2)c(Cl)c1C(=O)Nc1nnc(C2CCCCC2)s1 | 7 | 0 | 12 | -5 | -0.8 | -25 | 0 | 27 | 1.7 | 0.8
Cc1onc(-c2c(Cl)cccc2Cl)c1C(=O)N1CCOCC1 | -26 | -4 | 6 | 3 | -2.0 | -2 | -2 | 30 | -1.7 | -2.8
COc1ccc(C(=O)NC(=S)Nc2ccc([N+](=O)[O-])cc2C)cc1OC | 0 | -2 | 10 | -7 | -1.6 | 9 | -1 | 5 | -4.0 | 0.6
COc1ccc(C(=O)CC2(CC(=O)c3ccc(OC)cc3)C(=O)N(C)C(=O)N(C)C2=O)cc1 | 7 | -3 | -1 | -25 | 6.6 | 3 | 0 | 4 | -3.8 | -2.5
CNC(=O)Nc1ccc2nc(C)sc2c1 | 6 | 3 | 1 | -7 | 0.8 | -3 | -2 | 12 | 0.2 | .
O=C(CSc1nnc(-c2cccc(S(=O)(=O)N3CCCC3)c2)n1-c1ccccc1)Nc1ccc(C(=O)O)cc1 | 1 | 1 | -3 | -5 | 0.2 | -6 | 2 | 7 | -0.1 | -2.0
N#CC1c2ccccc2C=CN1C(=O)N(c1ccccc1)c1ccccc1 (centres undefined) | -5 | . | 9 | 0 | . | 10 | 2 | . | 1.7 | -1.2
NC(c1ccc(F)c(F)c1)c1nc(-c2cncnc2)cs1 (centres undefined) | . | . | 8 | -4 | . | 5 | 0 | . | -1.6 | -0.2
CCCNS(=O)(=O)c1ccc(NC(=O)Cc2cccs2)cc1 | 4 | -4 | 5 | ? | 0.1 | 5 | 1 | 9 | -3.1 | 2.2
